# Screening data: PubChem BioAssay, National Center for Advancing Translational Sciences (NCATS)
# TGFb SMAD3 inh – blocks TGF-b signaling; HepG2 CAGA-GFP TGF-b/SMAD3 reporter, GFP fluorescence, 18 h; TGF-beta stimulated, 500 pg/mL final; Potency, µM (titrated, usually from 46.1 µM), without a hit: at the highest dose activity, negative = inhibition, most hits filed as inhibitors; hit rate 1.2% among 410,000; AID 588855; note: potency is the fitted concentration of half-maximal effect; % is set by controls: 0 for no effect and ±100 for the full control effect; nearly all actives have a fitted effect of over 65% in size
#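 Smad-responsive CAGA-GFP expression was quantified in HEPG2 cells exposed to compounds and 500 pg/mL final TGF-beta for 18 h at 37 degrees C; unstimulated wells defined full inhibition.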
# ATXN2 expr inh – reduces ATXN2 reporter expression in HEK-293 cells | HEK-293 ATXN2-luciferase reporter, luminescence, 24 h | Potency, µM (doses to about 57 µM), for inactives: top-dose activity change, negative = inhibition, hits mostly inhibitors | AID 1745845 | hit rate 0.72% among 360,000; note: potency is the fitted concentration of half-maximal effect; % is set by controls: 0 for no effect and ±100 for the full control effect; nearly all actives have a fitted effect of over 55% in size
#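 qHTS (up to 57 uM final) was run with 24 h compound exposure of reporter cells at 37 °C. Each well was multiplexed: SteadyGlo luminescence measured ATXN2-luciferase expression after a fluorogenic Gly-Phe-AFC viability readout (25 uM final).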
# EPAC2 agonist – EPAC2 (human) agonism. Q8WZA2. EPAC2 activation, biochemical qHTS; response scale: 100% = 6.5 mM cAMP response. Potency, µM (highest dose often 154 µM), inactives show at the top dose activation, hits mostly activators. hit rate 0.079% among 360,000; note: potency is the fitted concentration of half-maximal effect; nearly all actives have a fitted effect of over 50% in size
# Target sequence (Q8WZA2 whole entry, looked up): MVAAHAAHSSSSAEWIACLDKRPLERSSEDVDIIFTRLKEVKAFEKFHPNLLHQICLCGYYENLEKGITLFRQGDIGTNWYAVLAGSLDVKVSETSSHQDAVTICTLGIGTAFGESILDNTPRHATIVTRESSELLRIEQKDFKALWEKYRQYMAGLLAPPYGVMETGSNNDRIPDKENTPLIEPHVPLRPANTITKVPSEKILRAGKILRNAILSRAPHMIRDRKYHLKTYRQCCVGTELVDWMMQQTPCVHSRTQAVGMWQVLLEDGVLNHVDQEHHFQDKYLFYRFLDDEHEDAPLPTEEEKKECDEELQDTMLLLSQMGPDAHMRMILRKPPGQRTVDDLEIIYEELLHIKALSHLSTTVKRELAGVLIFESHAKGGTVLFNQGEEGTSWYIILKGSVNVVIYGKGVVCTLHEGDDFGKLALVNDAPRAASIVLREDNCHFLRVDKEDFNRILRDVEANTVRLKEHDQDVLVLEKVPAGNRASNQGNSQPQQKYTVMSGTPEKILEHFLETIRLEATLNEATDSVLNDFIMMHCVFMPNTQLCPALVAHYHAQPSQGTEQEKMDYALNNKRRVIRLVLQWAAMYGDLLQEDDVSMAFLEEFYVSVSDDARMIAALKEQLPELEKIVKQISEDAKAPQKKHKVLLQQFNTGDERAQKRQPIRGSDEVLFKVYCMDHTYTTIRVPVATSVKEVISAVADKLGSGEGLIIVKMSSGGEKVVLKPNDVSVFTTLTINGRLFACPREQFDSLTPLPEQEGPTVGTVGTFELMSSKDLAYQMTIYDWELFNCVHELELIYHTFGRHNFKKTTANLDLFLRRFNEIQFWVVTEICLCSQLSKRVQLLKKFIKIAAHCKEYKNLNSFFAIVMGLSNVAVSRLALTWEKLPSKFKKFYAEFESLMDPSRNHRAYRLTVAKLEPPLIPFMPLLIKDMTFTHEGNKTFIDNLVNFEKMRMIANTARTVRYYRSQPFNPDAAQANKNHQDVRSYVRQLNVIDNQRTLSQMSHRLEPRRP
#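 Fluorescence exchange assay: 100 nM EPAC2 with 250 nM RAP1B-BODIPY-GDP and 50 uM GDP; compounds tested as a concentration-titration series (qHTS). Loss of Rap1-bound BODIPY-GDP fluorescence read at 480/540 nm; data normalized to 6.5 mM cAMP.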
# Nrf2 activator – Nrf2 pathway activation; hit rate 0.31% among 410,000; Potency, µM (doses to about 46.1 µM), for inactives: top-dose activation, actives largely listed as activators; AREc32 ARE-luciferase reporter (MCF7-derived line), luminescence, 24 h; note: potency is the fitted concentration of half-maximal effect; % of control where 0% means no effect; nearly all actives have a fitted effect of over 65% in size
#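 Steps: seed AREc32_Fluc cells (1000/well, 5% FBS OPTI-MEM); incubate overnight at 37 deg C; add 23 nL compound; incubate 24 hr; add Steady-Glo; hold 30 min RT; read luminescence.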
# A549 tox – A549 cytotoxicity, counter-screen for Nrf2 inhibitors | A549 ARE-Fluc cells, CellTiter-Fluor viability, 18-24 h | Potency, µM (titrated, usually from 46 µM), without a hit: at the highest dose activity change, negative = cytotoxicity, hits mostly inhibitors | hit rate 0.16% among 390,000 | AID 504648; note: potency is the fitted concentration of half-maximal effect; % is set by controls: 0 for no effect and ±100 for the full control effect
#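 A549 ARE-Fluc cells in 5% FBS OPTI-MEM, 5000 cells/well, rested 2 h then exposed to compounds in concentration-response for 18-24 h at 37 °C. Viability by CellTiter-Fluor fluorescence (Ex 405/Em 525) after 30 min; luciferase luminescence (BugLite, 15 min, RT) read afterwards.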
# HepG2 tox – HepG2 cytotoxicity, counter-screen for TGF-b inhibitors | HepG2 CAGA-GFP viability, ATP luminescence, 18 h | Potency, µM (top dose mostly 46.1 µM), inactives show at the highest dose activity change, negative = cytotoxicity, hits mostly cytotoxic | hit rate 0.76% among 410,000; note: potency is the fitted concentration of half-maximal effect; some results filed as inactive show a strong effect at the top dose
#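 HepG2 CAGA-GFP cells (1000/well, DMEM with 1% FBS) received compound, then TGF-beta at 500 pg/mL final, and were incubated 18 hours at 37 degrees C. Viability was read by CellTiter-Glo luminescence. Media-only wells were set as complete cell-killing and DMSO as no toxicity.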
# Nrf2 block – inhibitors of Nrf2 signaling; hit rate 2.1% among 360,000; A549 ARE-Fluc reporter, luciferase luminescence, 18-24 h; Potency, µM (doses to about 46 µM), without a hit: at the highest dose activity change, negative = inhibition, hits mostly inhibitors; note: potency is the fitted concentration of half-maximal effect; % is set by controls: 0 for no effect and ±100 for the full control effect; nearly all actives have a fitted effect of over 60% in size
#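 Reporter: ARE-Fluc in A549. Exposure: 18-24 h, 37 °C, 5% CO2, 5% FBS OPTI-MEM. Readouts: fluorescent cytotoxicity (CellTiter-Fluor), then luminescent Nrf2 signal after BugLite.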
# IL2 activator – IL-2 activation; activation, % (series mostly up to about 46 µM); IL-2 activation reporter assay, cell-based qHTS; stimulated with anti-CD3/CD4/CD28 beads; in transgenic mouse T cells; hit rate 0.065% among 360,000; in the data active = activation above about 50%; inconclusive = mostly about 30% to 49%; note: 0% is about no effect
#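 Readout is EGFP and DsRed signal by fluorescent plate cytometry after 18 h at 37 degrees C. Transgenic mouse T cells (750/well) received compound for 60 min before bead stimulation (anti-CD3, anti-CD4, anti-CD28); memory T cells served as non-tolerant control.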
# S2 tox – cell viability loss in ATXN counter-screen | Potency, µM (titrated, usually from 56.7 µM), hits mostly cytotoxic | AID 651635 | S2 cells (HEK-293 line with an ATXN2-luciferase reporter) viability, CellTiter-Fluor protease fluorescence, 24 h | hit rate 0.49% among 400,000; note: potency is the fitted concentration of half-maximal effect; nearly all actives have a fitted effect of over 40% in size
# Starred values were filed as active, the others as inactive; i = inactive; ? = inconclusive; . = no result given; & = joins results of further samples; [ ] = dose if it differs, or a comment. Unless noted, calls come from the whole dose curve; as a rule, active = well fitted curve in the direction sought with a large enough effect; inconclusive = small, poorly fitted or top-dose-only effect, or another doubt; inactive = no such curve, though single readings can be large; an effect the other way counts as inactive or inconclusive. An unsorted share of the library. Share with any hit: about 4.3%.
SMILES,TGFb SMAD3 inh,ATXN2 expr inh,EPAC2 agonist,Nrf2 activator,A549 tox,HepG2 tox,Nrf2 block,IL2 activator,S2 tox
Cc1ccc2cccc(OCC(=O)N3CC(C)CC(C)C3)c2n1 (centres undefined),3.5%,-18.9%,6.4%,-0.4%,-0.4%,-8.5%,-10.0%,1.7,i
Cc1cc(=O)n2c(C(=O)Nc3ccc(C)c(Cl)c3)c(C(=O)Nc3ccccc3)sc2n1,?,4.0%,.,-0.6%,-4.0%,-14.7%,13.2%,.,i
COc1ccccc1NC(=O)CCn1nc(-c2ccccc2OC)c2c(C)cc(C)nc21,?,-26.9%,.,1.0%,8.1%,-23.4%,?,.,i
Cc1oc(-c2ccc(Cl)cc2)nc1CN1CCCC(C(=O)N2CCN(C(=O)c3ccco3)CC2)C1 (centres undefined),?,-36.9%,10.4%,0.5%,16.8%,-28.8%,3.26µM*,-2.1,i
CCc1ccc(-c2ccc(SCC(=O)NCC3CCCO3)nn2)cc1 (centres undefined),16.2%,26.4%,2.5%,0.1%,3.6%,4.1%,-1.9%,-0.6,i
CC(OC(=O)c1cccc(N2C(=O)c3ccccc3C2=O)c1)C(=O)Nc1ccc(N(C)C)cc1 (centres undefined),-2.1%,-2.0%,-1.6%,0.0%,-2.8%,12.0%,5.9%,-3.2,i
CCC(=O)Nc1ccccc1-c1nc2ccccc2n(CC(=O)c2ccc(C)c(C)c2)c1=O,-4.2%,.,.,-1.2%,0.7%,-2.2%,13.2%,.,.
CC1CCCCN1C(=O)COC(=O)/C=C/c1ccc2ccccc2n1 (centres undefined),-1.0%,.,2.6%,?,6.8%,-13.8%,-26.0%,-1.4,?
Cc1ccc2scc(N3CCCC(C)C3)c(=O)c2c1 (centres undefined),-8.9%,93.2%[activator],.,-0.5%,-19.2%,-5.1%,.,.,i
C#CCOc1nc2c(c(=O)n(C)c(=O)n2C)n1Cc1ccccc1,?,?,-4.7%,-0.5%,-3.0%,-44.6%,?,-0.8,?
CN1c2ccccc2C(C)(C)C12CCCC(=O)N2 (centres undefined),29.5%,2.6%,3.3%,0.9%,7.0%,-44.8%,5.4%,0.5,i
Cc1ccccc1-c1n[nH]c(=S)n1/N=C/c1ccc(-c2ccccc2Br)o1,1.0%,6.5%,3.9%,0.6%,-4.5%,-44.1%,?,1.6,i
COc1ccc(SCC(Cc2ccccc2)N2CCN(CCc3ccccc3)CCC2=O)cc1 (centres undefined),?,.,.,.,-4.5%,-20.4%,2.1%,.,.
O=C(CSc1nc(C(F)(F)F)cc(=O)[nH]1)Nc1nccs1,0.0%,1.9%,0.1%,-0.9%,-2.3%,-34.4%,2.9%,-4.9,i
O=C(CCCc1nc(-c2ccccc2)no1)N1CCOCC1,-19.9%,7.5%,-2.2%,-0.6%,-2.5%,0.9%,7.2%,-2.1,i
CCCOc1ccc2c(C)c(CC(=O)OC)c(=O)oc2c1,-2.2%,59.1%[activator],-3.7%,3.5%,4.6%,-5.5%,.,-2.9,i
CC(C)c1nn(-c2cc(C(F)(F)F)ccn2)c(=O)o1,13.5%,-6.0%,2.3%,-0.3%,8.9%,16.2%,6.1%,1.0,i
CCc1ccccc1N(C)C(=O)c1cn(CC(C)C)c(=O)c2cc(OC)c(OC)cc12,?,-38.7%,.,3.9%,0.3%,-29.4%,7.4%[9.27 µM],.,?
COC(=O)c1nn(-c2ccccc2)c(Sc2ccc(Br)cc2)c1/C=N/O,30.9%,1.3%,-0.2%[15.6 µM],3.1%,-8.9%,3.6%,?,-0.9,i
O=C1COc2ccc(C(=O)c3ccccc3C(=O)NCc3ccccc3)cc2N1,7.4%,5.8%,1.6%,-0.7%,2.0%,-25.9%,-18.3%,-2.6,i
CC1(C)CCC(=O)N2CC[C@H]3C[C@H](OC(=O)Nc4ccccc4)C[C@@H]1[C@H]32,-3.1%&14.9%,46.8%[activator],6.2%,2.9%,3.3%,-12.7%&8.7%,?,-1.0,i
COc1ccc(C(C(=O)NC2CCCCC2)N(Cc2ccco2)C(=O)CNC(=O)c2ccco2)cc1 (centres undefined),?,0.7%,-2.5%,0.0%,-4.7%,-33.5%,?,-0.9,i
CCc1nnc(N/N=C/c2ccc(O)c(OC)c2)n1N,17.8µM*,3.0%,10.6%,-2.6%,-6.0%,-103.7%,2.8%,3.4,i
COc1ccc(CCNC(=O)C(NS(=O)(=O)c2cccc3nsnc23)C(C)C)cc1OC (centres undefined),0.8%,17.4%,4.0%,0.0%,0.4%,1.8%,2.5%,0.4,i
O=C(Nc1ccc(Cl)cn1)Nc1cccs1,12.0%,29.5%,6.9%,?,2.2%,-31.5%,4.3%,-0.6,i
O=C(CSc1nc(-c2ccc(F)cc2)cc(C(F)(F)F)n1)NCCN1CCOCC1,5.4%,4.3%,5.4%,2.5%,-14.9%,-3.2%,0.6%,-0.6,i
CC(C)CC(c1nc2ccccc2[nH]1)n1c(-c2ccccc2Br)nc2ccccc21 (centres undefined),?,2.5%,14.5%,-0.7%,.,-1.0%,.,0.5,?
CCOC(=O)C1(C)CCCCN1C(=O)c1ccc(F)c(C)c1 (centres undefined),7.3%,-1.3%,5.1%,0.0%[9.22 µM],.,-6.2%,.,0.3,i
COc1cc2c(cc1OC)C(c1ccc([N+](=O)[O-])cc1)NCC2 (centres undefined),23.3%,.,10.9%,4.6%,-3.6%,4.3%,?,1.7,i
O=C(C[C@H]1C[C@H](C(=O)N2CCOCC2)[C@@]2(CCC3CCCC3)c3[nH]c4cc(-c5ccco5)ccc4c3CCN2C1=O)NCCc1ccccn1,?,?,7.6%,-1.0%,?,-47.6%,?,0.0,.
C=CCNC(=O)c1ccc(C2SCC(=O)N2Cc2ccccc2)cc1 (centres undefined),5.6%,-11.8%[11.3 µM],3.8%,2.2%,0.0%,2.2%,-15.6%,-0.1,i
O=C(O)Cn1nc(N2CCN(c3ccc(F)cc3)CC2)ccc1=O,-3.4%,0.8%,.,-0.3%,2.8%,8.7%,6.7%,.,i
CCC[N+](C)(C)C(C)C(OC(C)=O)c1ccccc1 (centres undefined),3.0%,-2.5%,8.5%,-0.4%,2.6%,-2.9%,3.6%,-1.5,i
N=C1/C(=C/c2cccn2Cc2ccc(Cl)cc2)C(=O)N=C2SC=CN12,-9.4%,-28.2%,5.2%,0.1%,-3.4%,-12.7%,?,-2.9,?
Cc1ccc(N(C(=O)COc2ccccc2C)S(=O)(=O)c2ccc(Cl)cc2)cc1,?,?,.,3.5%,2.0%,-49.8%,-26.5%,.,?
COc1ccc(S(=O)(=O)Nc2cccc3c2O[C@H](CN(C)Cc2ccncc2)[C@@H](C)CN([C@H](C)CO)C3=O)cc1,6.2%,9.9%,10.0%,-0.3%,0.9%,-1.8%,11.0%,-0.5,i
CCOc1ccc(/C=C2\NC(=S)NC2=O)cc1,0.4%,-1.9%,7.4%,0.3%,5.1%,-15.8%,6.1%,-3.4,i
CCOc1ccc(C(=O)NC(C(=O)NCc2ccccc2OC)C(C)C)cc1 (centres undefined),9.4%,-8.0%[11.3 µM],-9.5%,-0.9%,1.2%,6.3%,0.0%,-1.6,i
C[C@H](CO)N1C[C@H](C)[C@@H](CN(C)S(C)(=O)=O)OCc2cnnn2CCCC1=O,-2.0%,-0.5%,3.1%,-0.9%,.,-11.8%,.,-0.5,i
CCN1N=C(c2cc(Cl)sc2Cl)CSC1=O,-22.3%,0.3%,9.4%,?,9.8%,-14.6%,12.3%,-1.4,i

# Of the compounds above, six have a Cl atom:
SMILES,TGFb SMAD3 inh,ATXN2 expr inh,EPAC2 agonist,Nrf2 activator,A549 tox,HepG2 tox,Nrf2 block,IL2 activator,S2 tox
Cc1cc(=O)n2c(C(=O)Nc3ccc(C)c(Cl)c3)c(C(=O)Nc3ccccc3)sc2n1,?,4.0%,.,-0.6%,-4.0%,-14.7%,13.2%,.,i
Cc1oc(-c2ccc(Cl)cc2)nc1CN1CCCC(C(=O)N2CCN(C(=O)c3ccco3)CC2)C1 (centres undefined),?,-36.9%,10.4%,0.5%,16.8%,-28.8%,3.26µM*,-2.1,i
O=C(Nc1ccc(Cl)cn1)Nc1cccs1,12.0%,29.5%,6.9%,?,2.2%,-31.5%,4.3%,-0.6,i
N=C1/C(=C/c2cccn2Cc2ccc(Cl)cc2)C(=O)N=C2SC=CN12,-9.4%,-28.2%,5.2%,0.1%,-3.4%,-12.7%,?,-2.9,?
Cc1ccc(N(C(=O)COc2ccccc2C)S(=O)(=O)c2ccc(Cl)cc2)cc1,?,?,.,3.5%,2.0%,-49.8%,-26.5%,.,?
CCN1N=C(c2cc(Cl)sc2Cl)CSC1=O,-22.3%,0.3%,9.4%,?,9.8%,-14.6%,12.3%,-1.4,i

# Some of these compounds in order of their number in TGFb SMAD3 inh, rising.
molecule	TGFb SMAD3 inh
CCCOc1ccc2c(C)c(CC(=O)OC)c(=O)oc2c1	-2.2%
C[C@H](CO)N1C[C@H](C)[C@@H](CN(C)S(C)(=O)=O)OCc2cnnn2CCCC1=O	-2.0%
C=CCNC(=O)c1ccc(C2SCC(=O)N2Cc2ccccc2)cc1 (centres undefined)	5.6%
